# Bioassay records from PubChem BioAssay.
# TbREL1 inh = TbREL1 RNA ligase inhibitors, primary screen, biochemical, FRET fluorescence; 89,000 compounds, 0.49% hits; TbREL1 RNA ligation; RNA-editing ligase 1, mitochondrial (Trypanosoma brucei brucei), P86926; inhibition, % at 9.66 µM;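 active means inhibition above the mean inhibition across all screened compounds plus 3 SD, cut at about 11% in these data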;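 further: 0% = plate median of test wells and 100% = NSC42067 control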
# Target sequence (P86926 whole entry, looked up): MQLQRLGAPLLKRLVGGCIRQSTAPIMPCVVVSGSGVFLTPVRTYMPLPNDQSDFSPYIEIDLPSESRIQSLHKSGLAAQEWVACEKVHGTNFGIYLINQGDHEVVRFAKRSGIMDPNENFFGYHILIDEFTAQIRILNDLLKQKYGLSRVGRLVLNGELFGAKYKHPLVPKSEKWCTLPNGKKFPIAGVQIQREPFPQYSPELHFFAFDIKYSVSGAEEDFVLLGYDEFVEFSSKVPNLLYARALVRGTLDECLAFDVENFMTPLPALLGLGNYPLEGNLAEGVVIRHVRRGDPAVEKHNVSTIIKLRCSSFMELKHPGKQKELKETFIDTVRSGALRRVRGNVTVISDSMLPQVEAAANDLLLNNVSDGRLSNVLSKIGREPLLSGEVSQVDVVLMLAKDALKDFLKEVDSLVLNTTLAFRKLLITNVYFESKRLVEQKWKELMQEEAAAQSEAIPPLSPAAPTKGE
# Starred values were filed as active, the others as inactive. Not all compounds are listed; the hit share may differ from the screen's.
TbREL1 inh	canonical_smiles
-3.5	COc1cc(Cl)ccc1NC(=O)COc1ccccc1C(=O)N1CCN(c2ccc(O)cc2)CC1
-0.4	CC1CC1C(=O)OCC(=O)N(C)c1c(N)n(Cc2ccccc2)c(=O)[nH]c1=O (configuration not stated)
-1.9	CN(CC(=O)Nc1c(Cl)cccc1Cl)C(=O)c1cccn1C
-0.1	Cc1ccc(NC(=O)c2cc(N3C(=O)C4CCCCC4C3=O)ccc2N2CCOCC2)cc1 (configuration not stated)
7.1	COc1cccc(CNC(=O)c2nnn(-c3ccc(OC(F)(F)F)cc3)c2N)c1
0.6	O=C(NC1CCCCC1)c1cnn2c(C(F)(F)F)cc(-c3ccco3)nc12
-0.3	Cc1ccc(-n2c(=O)[nH]c3c(C(N)=O)nc(-c4ccc(C)o4)nc32)cc1
-0.5	COc1ccc(-c2noc(Cn3cc(S(=O)(=O)N4CCCC4)ccc3=O)n2)cc1
-4.9	COC(=O)[C@]12C[C@H](CC(=O)NCCc3ccccc3OC)C(=O)N(Cc3ccco3)C1=C[C@H](C1CCCC1)O[C@@H]2C
9.1	CNCCCOc1cc(C)cc(C)c1C
-1.8	Cc1csc(NC(=O)CN2C(=O)c3ccccc3C2=O)c1C(N)=O
-0.7	CC(C)NC(=O)C1(C)CCCCCN1C(=O)c1ccc(-c2ccccc2)cc1 (configuration not stated)
-4.2	Cc1ccccc1-c1nc(NCCN(C)C)nc2ccsc12
-0.3	CN(C)C(=O)COc1ccc2cc(-c3ccccc3)c(=O)oc2c1
3.2	CC(C)c1nc2cc(C(=O)N(C)C3CCOCC3)ccc2o1
3.5	Cn1nc(-c2ccccc2)cc1NC(=O)c1cccs1
0.5	COC(=O)N/N=C(\C)c1ccc(OC(F)F)cc1OC(F)F
-0.1	COCc1nnc(NC(=O)CCSc2ccccc2)s1
-5.3	CC1CCC(NC(=O)Cn2c(=O)oc3cc(S(=O)(=O)N4CCCC4)ccc32)CC1 (configuration not stated)
-1.6	Nc1ncnc2c1ncn2[C@@H]1O[C@H](CNS(=O)(=O)c2ccc3c(c2)CCN(C(=O)C(F)(F)F)C3)[C@@H](O)[C@H]1O
-0.9	CSc1n[nH]c(NC2=CC(=O)CCC2)n1
0.5	O=C(NCCc1ccccc1)C1CCCN(S(=O)(=O)c2cccc3nonc23)C1 (configuration not stated)
-1.5	Cc1cccc(NC(=O)CN(C)S(=O)(=O)c2cccc3cccnc23)c1
3.2	Brc1cc2ccccc2[n+](Cc2ccccc2)c1
2.0	CCN(C(=O)Cn1nnc(-c2ccccc2)n1)C1CCS(=O)(=O)C1 (configuration not stated)
-0.2	Cc1ccc(NC(=S)N(CCCN2CCOCC2)Cc2cccnc2)cc1C
1.7	CS(=O)(=O)Nc1ccccc1C(=O)NCCSc1ccc(Cl)cc1
-0.9	COc1ccc(C(=O)NN2C(=O)C3CCC(C)(C2=O)C3(C)C)cc1 (configuration not stated)
0.5	Cc1cccc(-c2nnc3n2N=C(c2ccccc2)CS3)c1
0.6	Cc1cc2c(c(=O)n1CCc1ccccc1)C(C(C)C)C(C#N)=C(N)O2 (configuration not stated)
-6.0	CCn1c(CCc2nc3ccccc3[nH]2)n[nH]c1=S
1.1	COc1cc2c(cc1NS(=O)(=O)N1CCCCC1)oc1ccccc12
0.1	C[C@@H](OC(=O)c1[nH]cnc1C(=O)N1CCN(C(=O)OC(C)(C)C)CC1)c1ccccc1
8.0	CCCCOc1cccc(OCC(=O)Nc2nc3ccccc3[nH]2)c1
0.5	COc1ccc(CN2CCN(S(=O)(=O)c3ccccc3)CC2)c(OC)c1
-0.4	CN(Cc1ccccc1)C(=O)CN1C(=O)COc2ccc(S(=O)(=O)N3CCCC3)cc21
-0.8	COc1ccc2cc(OCC(=O)NNC(=O)Nc3ccc(F)cc3)ccc2c1
0.4	Nc1ncc2c(n1)-c1cc(Cl)ccc1SC2
-0.2	C=C(C)C(=O)Nc1cccc(C2=NOC3(C2)C[C@H](C(N)=O)N(C(=O)COc2ccc(Cl)cc2)C3)c1 (some centres not stated)
0.9	COc1cccc(-c2cn(C[C@H]3CC[C@@H]([C@@H]4CC[C@H](Cn5cc(-c6cccc(OC)c6)nn5)O4)O3)nn2)c1
-2.1	CCN1C(=O)[C@H]2[C@@H](c3ccc(SC4CCCCC4)c(OC)c3)N3CCCC[C@@]3(C(=O)OC)[C@H]2C1=O
0.9	Cc1c(=O)n(OCc2ccc(Cl)cc2)c2ccccc2[n+]1[O-]
-4.0	Cc1ccc(NC(=S)NNC(=O)c2c([N+](=O)[O-])c(C)nn2C)cc1
1.4	Cc1sccc1/C=N/NC(=O)c1cccc2ccccc12
2.2	CCCCn1c(N)c(N(CCC(C)C)C(=O)COC(=O)c2ccc3ccccc3c2)c(=O)[nH]c1=O
4.8	O=C1CCC[C@H]2C[C@H](NCCc3ccncc3)CC[C@]23CCCN13
1.6	COc1ccc(CCC(=O)NNC(=O)Nc2cccc(Cl)c2)cc1
2.2	O=C(Nc1cc(=O)c2ccccc2o1)N1CCOCC1
3.0	Cc1cccc(-n2ncc3c(=O)[nH]c(SCC(=O)N4CC(=O)Nc5ccccc54)nc32)c1
-1.5	COc1ccc(OCc2cc(C(=O)N(C)C3CCOCC3)no2)c2ccccc12
-5.1	COc1ccc(-c2cc(C(F)(F)F)nc(S(=O)(=O)CCCC(=O)Nc3cccc(O)c3)n2)cc1OC
6.0	NS(=O)(=O)c1ccc(NC(=O)c2cc(=O)c3ccccc3o2)cc1
4.5	COc1ccccc1-c1cccc(-c2nc(C(=O)Nc3nccs3)cc3c2[C@@H](CCO)N(C(=O)CC2CC2)C3)c1
-2.1	CCOC(=O)C1=NNC2(c3ccccc3)C(=O)N(c3cccc(Br)c3)C(=O)C12 (configuration not stated)
1.4	CC(C)(C)NC(=O)CCN(/N=C/c1ccccc1O)C1=NS(=O)(=O)c2ccccc21
0.1	CC/C(O)=C(/C#N)c1nnc2n1CCCCC2
-0.9	Cc1ccc(OCCC(=O)Nc2ccc3c(c2)OCCCO3)cc1
1.6	N#C/C(=C\c1cccc([N+](=O)[O-])c1)C(=O)NCc1ccc(Cl)cc1
3.2	CCCC1=Nc2cc(C(=O)NCc3ccco3)ccc2Sc2ccccc21
67.4*	Cn1cccc1CC(=O)NN=C/C=C\c1ccco1

# Next entries.
TbREL1 inh	canonical_smiles
2.1	C=CCSC1=C(C#N)C(c2ccccc2Cl)C(C(=O)c2cccs2)C(O)(C(F)(F)F)N1 (configuration not stated)
0.6	O=c1c2sccc2n(Cc2ccc(F)cc2)c(=O)n1-c1ccc(F)cc1
3.2	COCc1cc(C)n(CC(=O)NCC2CCCO2)c(=O)c1C#N (configuration not stated)
4.5	CCCSc1ncnc2[nH]ncc12
-0.7	COC(=O)CN1C(=O)C(C)(C)Oc2ccc(C(=O)Nc3cccc(OC)c3)cc21
4.4	CN1CCN(CC(=O)NN(Cc2ccccc2)c2ccccc2)CC1
-0.4	O=C(NCC(=O)N(CCN1CCOCC1)C(C(=O)NC1CCCC1)c1cccnc1)c1cccs1 (configuration not stated)
-4.4	O=C(CCNS(=O)(=O)/C=C/c1ccccc1)NCCc1c[nH]c2ccccc12
-2.0	Cc1c(NC(=S)N/N=C/c2cccc(O)c2)c(=O)n(-c2ccccc2)n1C
-4.7	COc1ccc(/C=C/C(=O)NC(=S)N2CCCCC2)cc1OC
-1.7	Cn1c(SCC(=O)Nc2nccs2)nnc1C12CC3CC(CC(C3)C1)C2
-0.6	COc1ccc2nc(C(C)O)[nH]c2c1 (configuration not stated)
-2.9	CCCCNC(=O)c1sc(=S)n(-c2ccccc2OC)c1N
-2.5	Nc1ccc(OCC(O)C[n+]2ccc(CCS(=O)(=O)[O-])cc2)cc1 (configuration not stated)
-3.4	CCCNC(=O)C(Cc1ccc(Br)cc1)NC(=O)c1ccc(C#N)cc1 (configuration not stated)
-0.6	CCCNC(=O)c1ccc2c(=O)c(O)c(-c3ccc(C)cc3)[nH]c2c1
0.6	C#CCOCCOCCOCCNc1nc(N2CCOCC2)nc(N2CCN(C(=O)[C@H](C)n3cc(CCCN=C(N)N)nn3)CC2)n1
1.5	Clc1ccc2nc(N3CCN(c4ccccc4)CC3)sc2c1
3.8	COc1ccccc1C1/C(=C(/O)c2ccccc2)C(=O)C(=O)N1CCO (configuration not stated)
-0.5	COc1cc(C2C3=C(CC(C)(C)CC3=O)N(C)C(=O)N2C)cc(OC)c1OC (configuration not stated)
-2.8	Cc1cc(C)c(S(=O)(=O)N2CCN=C2c2ccccc2)c(C)c1
-6.8	COc1ccc(CCn2ccc(O)c(Cc3ccc(Cl)cc3)c2=O)cc1OC
-0.9	COC(=O)C(Cc1ccc(O)cc1)NC(=O)C(C)NC(=O)c1ccc(C(C)(C)C)cc1 (configuration not stated)
-1.7	CN(C)S(=O)(=O)c1ccc(NC(=O)Cn2nc(-c3ccc4c(c3)OCCO4)ccc2=O)cc1
-0.2	Cc1ccc(N2CC(C(=O)N3CCC4(CC3)CC(=O)c3ccccc3O4)CC2=O)cc1 (configuration not stated)
-2.3	CCCNC(=O)c1onc(CS(=O)(=O)c2cccc(OC)c2)c1C(=O)NCCC
9.8	CC(Nc1[nH]c(=O)n(C)c(=O)c1N=O)c1ccccc1 (configuration not stated)
-3.0	CCc1nc2ccc(C(=O)N3CCN(c4ccccc4)CC3)cn2c1N(C)CCC(C)C
2.2	O=C1Nc2c(c(=O)[nH]c(=O)n2-c2ccccc2)C(C(F)(F)F)(C(F)(F)F)N1
-2.2	CCOc1ccccc1NC(=O)CSc1nnc(CCC(=O)Nc2ccccc2F)n1C

# The list goes on, overlapping the part above by 5 compounds.
TbREL1 inh	canonical_smiles
-2.3	CCCNC(=O)c1onc(CS(=O)(=O)c2cccc(OC)c2)c1C(=O)NCCC
9.8	CC(Nc1[nH]c(=O)n(C)c(=O)c1N=O)c1ccccc1 (configuration not stated)
-3.0	CCc1nc2ccc(C(=O)N3CCN(c4ccccc4)CC3)cn2c1N(C)CCC(C)C
2.2	O=C1Nc2c(c(=O)[nH]c(=O)n2-c2ccccc2)C(C(F)(F)F)(C(F)(F)F)N1
-2.2	CCOc1ccccc1NC(=O)CSc1nnc(CCC(=O)Nc2ccccc2F)n1C
2.7	NC(=S)N/N=C/c1ccc(-c2cccc([N+](=O)[O-])c2)o1
-2.3	O=C(c1cccc(NS(=O)(=O)c2ccc(Br)cc2)c1)N1CCN(c2ccccc2O)CC1
2.1	CNC(=O)c1[nH]cnc1C(=O)N[C@@H](C)C(=O)OC(C)(C)C
-2.6	CCOC(=O)[C@H]1[C@H]2COc3ccc(Cl)cc3[C@@H]2N2C(=O)c3cc(Cl)ccc3NC(=O)[C@@]12C
4.6	Nc1nnc(CC(=O)N/N=C/c2ccc(-c3ccc(F)cc3)o2)s1
-4.2	COc1cc(/C=C/C(=O)OCC(=O)N2CCCCCC2)ccc1OCC#N
-0.4	O=S1(=O)CC(N2CCCCC2)C(N2CCCCC2)C1 (configuration not stated)
0.6	Cc1sc2ncnc(SCC(=O)NC3CC3)c2c1C
2.7	CN(C)S(=O)(=O)c1ccc(-c2cn3ccccc3n2)cc1
-2.8	Cc1nn(C)c(C)c1S(=O)(=O)N(CC(=O)N1CCc2ccccc21)c1ccc(C(C)C)cc1
-1.2	NC(=O)c1c(NC(=O)c2ccccc2)sc2c1CCC2
1.4	Cc1cccc(C(=O)OCC(=O)NCCN2C(=O)CSC2=O)c1[N+](=O)[O-]
-0.8	Cc1ccc(S(=O)(=O)NCc2csc(-c3cccs3)n2)cc1
-2.4	COc1cc(OC)cc(-c2cc3nc(C)c(CCC(=O)O)c(=O)n3[nH]2)c1
4.4	COCCN(C(=O)COC(=O)c1cc2ccccc2cc1O)c1c(N)n(Cc2ccccc2)c(=O)[nH]c1=O
3.4	CN(C)CCCOc1nc2c(c(=O)n(C)c(=O)n2C)n1C
0.3	O=C(O)C[C@H]1c2cc(C(F)(F)F)ccc2S(=O)(=O)N1C1CCCCC1
1.2	Cc1ccc(NC(=O)Cn2nc(C(=O)O)c3ccccc3c2=O)c([N+](=O)[O-])c1
0.6	Cc1cc(Cl)ccc1OCC(=O)OCC(=O)NC1CCS(=O)(=O)C1 (configuration not stated)
1.9	CCOC(=O)C1=C(C)OC(N)=C(C#N)C1c1cc(Cl)c(OCC(N)=O)c(OC)c1 (configuration not stated)
-1.0	C/C=C(/C)C(=O)Nc1cccc(C2=NOC3(C2)C[C@@H](C(N)=O)N(C(=O)/C=C/CC)C3)c1 (some centres not stated)
-1.6	Cc1ccccc1CNC(=O)CCNS(=O)(=O)c1ccc(OC(F)(F)F)cc1
4.1	CCN(C(=O)c1cccc(Br)c1)C1CCS(=O)(=O)C1 (configuration not stated)
1.5	CCN(CC(=O)Nc1ccc(NC(C)=O)cc1)C(=O)c1ccc(S(=O)(=O)N2CCCC2)cc1
-2.4	CC1(C)NC(=O)N(CCCCOc2ccc(Cl)cc2C=O)C1=O
2.1	COc1ccc(CNC(=O)CN(Cc2ccc(C)cc2)C(=O)c2csnn2)cc1
2.9	Cc1ccc(/C=N/NC(=O)CSc2nc3ccccc3o2)cc1
0.4	O=C(COC(=O)c1cc2ccccc2cc1O)NC1CCCCC1
3.4	O=C(NCCCn1ccnc1)c1ccc2ccccc2c1
-4.3	S=c1[nH]nc(-c2cccnc2)n1/N=C/c1ccc(Br)s1

# As entered above.
# TbREL1 inh result of NC(=S)N/N=C/c1ccc(-c2cccc([N+](=O)[O-])c2)o1 = 2.7
# TbREL1 inh result of CNC(=O)c1[nH]cnc1C(=O)N[C@@H](C)C(=O)OC(C)(C)C = 2.1

# Continued:
TbREL1 inh	canonical_smiles
0.8	Cc1cc(-c2ccccc2)nc(Oc2ccc(C(C)(C)C)cc2)c1S(C)(=O)=O
3.3	O=C(NCc1ccccc1Cl)C1CCN(S(=O)(=O)c2cccc3nonc23)CC1
-0.4	CCC(C)NC(=O)N[C@@H](CCSC)C(=O)OC (some centres not stated)
-2.8	O=C(CCn1nnc(-c2cccs2)n1)NCc1cccs1
0.4	NS(=O)(=O)c1ccc(NC(=O)CSC2CCCCC2)cc1
0.9	O=C(NCCc1ccc(Cl)cc1)c1ncn[nH]1

# 3 compounds from above, arranged by the value under TbREL1 inh, low to high:
TbREL1 inh	canonical_smiles
-4.2	COc1cc(/C=C/C(=O)OCC(=O)N2CCCCCC2)ccc1OCC#N
-0.7	CC(C)NC(=O)C1(C)CCCCCN1C(=O)c1ccc(-c2ccccc2)cc1 (configuration not stated)
0.5	COc1ccc(CN2CCN(S(=O)(=O)c3ccccc3)CC2)c(OC)c1
